# Screening results deposited in PubChem BioAssay by Sanford-Burnham Center for Chemical Genomics.
# hIAP inh: human IAP inhibition | P09923 | purified IAP, CDP-Star luminescence, 30 min | inhibition, % at 10 µM | 0.12% of 330,000 active | AID 2544;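 active = inhibition reaching a set limit with compound at 10 µM in the primary screen, cut at about 35% in these data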;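 note: plate controls were DMSO wells with enzyme for no effect and no-enzyme buffer wells for full effect; values of inactives mirror those of a sister screen read the other way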
# Target sequence (P09923 whole entry, looked up): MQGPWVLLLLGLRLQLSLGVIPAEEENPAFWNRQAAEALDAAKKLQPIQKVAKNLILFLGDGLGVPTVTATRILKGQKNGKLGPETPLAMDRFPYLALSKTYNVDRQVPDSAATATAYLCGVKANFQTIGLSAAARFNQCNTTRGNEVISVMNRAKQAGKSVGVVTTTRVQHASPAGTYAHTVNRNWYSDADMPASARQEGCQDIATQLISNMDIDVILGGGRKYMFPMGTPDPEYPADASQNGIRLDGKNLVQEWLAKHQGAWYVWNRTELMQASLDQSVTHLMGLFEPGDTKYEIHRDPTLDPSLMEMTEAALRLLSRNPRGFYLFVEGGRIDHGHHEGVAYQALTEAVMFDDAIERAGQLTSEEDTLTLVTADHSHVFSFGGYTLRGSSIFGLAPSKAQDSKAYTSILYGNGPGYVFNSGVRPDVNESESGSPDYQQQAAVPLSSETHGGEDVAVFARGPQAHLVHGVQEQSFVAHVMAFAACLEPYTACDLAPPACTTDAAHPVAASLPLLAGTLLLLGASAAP
# beta cell repl: induces beta-cell replication in MIN6 cells. MIN6 cells proliferation, ATPlite luminescence, 48 h; cells starved in 0.2% serum; 100% = growth in 10% serum. proliferation, % at 10 µM. 0.29% of 330,000 active;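 active = compounds whose signal lies at least 3.5 SD above the mean of all wells on their plate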;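 note: 0% = DMSO-treated cells in low-serum medium and 100% = 10% serum control; some compounds called inactive have numbers as strong as hits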
# MPTP inh: inhibitors of mitochondrial permeability transition pore. isolated mouse mitochondria, Ca2+ swelling absorbance, 30 min. inhibition, % at 10 µM. 1.4% of 360,000 active. AID 602449;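 active = inhibition of 50% or more, scaled per plate between neutral and stimulator controls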;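 note: 0% = DMSO wells given calcium and 100% = 1 mM EGTA wells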
# APOBEC3A inh: human APOBEC3A DNA deaminase inhibition | recombinant A3A, FAM/TAMRA ssDNA deamination fluorescence | P31941 | AID 493011 | 0.41% of 330,000 active | inhibition, % at 20 µM;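 active = at least 40% inhibition at 20 µM here, with at most 30% in a related deaminase screen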;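 note: plate controls were A3A with DMSO for no effect and wells lacking A3A enzyme for full effect; some results filed as inactive read as strong as hits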
# Target sequence (P31941 whole entry, looked up): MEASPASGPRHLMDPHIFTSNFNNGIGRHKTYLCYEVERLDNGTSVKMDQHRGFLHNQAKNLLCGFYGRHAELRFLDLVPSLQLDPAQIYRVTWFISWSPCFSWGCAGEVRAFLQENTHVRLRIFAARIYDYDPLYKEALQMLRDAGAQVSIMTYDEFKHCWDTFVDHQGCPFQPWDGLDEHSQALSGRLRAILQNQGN
# mIAP inh: blocks mouse intestinal alkaline phosphatase. purified mouse IAP, CDP-Star luminescence, 30 min. 0.2% of 330,000 active. inhibition, % at 10 µM;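 active = inhibition of at least 40% at 10 µM in the primary screen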;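 note: plate controls were DMSO with enzyme for no effect and no enzyme wells for full effect; values of inactives mirror those of a sister screen read the other way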
# APOBEC3G inh: inhibitors of human APOBEC3G DNA deaminase. AID 493012. recombinant A3G, ssDNA deamination FAM/TAMRA fluorescence. inhibition, % at 20 µM. 0.28% of 330,000 active;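 active = inhibition of at least 40% at 20 µM, with no more than 30% in the related APOBEC3A deaminase screen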;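 note: plate controls were DMSO wells with A3G for no effect and wells lacking A3G enzyme for full effect; some compounds called inactive have numbers as strong as hits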
# ATG4B inh: inhibitors of human ATG4B cysteine protease | Q9Y4P1 | ATG4B cleavage of LC3-PLA2, NBD-HPC fluorescence, 1 h | inhibition, % at 8.33 µM | 0.51% of 340,000 active | AID 504462; in the data active = inhibition above about 40%
# hIAP act: increases human intestinal alkaline phosphatase activity; AID 2524; activation factor at 10 µM; 0.16% of 330,000 active; P09923; purified human IAP, CDP-Star luminescence, 30 min; active compounds read high; 1 = vehicle-only enzyme, 0 = enzyme-free background;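 active = activation factor of the enzyme at least 2-fold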; note: the source names both 10 and 20 µM as test concentration; values of inactives mirror those of a sister screen read the other way
# mIAP act: increases mouse intestinal alkaline phosphatase activity. muIAP, CDP-Star luminescence, 30 min; active compounds read high; 1 = vehicle-only enzyme signal, 0 = enzyme-free wells. activation factor at 10 µM. 0.24% of 330,000 active;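 active = activation factor of at least 2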; note: the source names both 10 and 20 µM as test concentration; values of inactives mirror those of a sister screen read the other way
#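 Assay system: mouse IAP enzyme; Reagent: CDP-Star chemiluminescent phosphatase substrate; Compound: DMSO-dissolved test compounds; Incubation: 30 min, room temperature; Technique: luminescence from enzymatic CDP-Star hydrolysis; Controls: DMSO-only wells and no-enzyme negative control.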
# The depositor's hits bear a star.
SMILES,hIAP inh,beta cell repl,MPTP inh,APOBEC3A inh,mIAP inh,APOBEC3G inh,ATG4B inh,hIAP act,mIAP act
COc1ccccc1C(=O)N1c2ccccc2Sc2ccccc21,-11.6,-1.1,1.2,-1.4,5.7,-3.8,6.8,1.12,0.943
CCOC(=O)N1CCC2(CC1)C(C#N)=C(N)OC1=C2C(=O)CCC1,-6.8,-2.0,0.7,-7.2,5.8,-4.9,-7.7,1.07,0.942
COc1ccc2[nH]c(C(=O)N3CCC(CO)(Cc4cccc(C(F)(F)F)c4)CC3)c(C)c2c1,-4.4,-4.5,0.7,-3.3,5.9,-7.4,-0.8,1.04,0.941
CCO[C@H]1OC(C(N)=O)=C[C@@H](C2CCCCC2)[C@@H]1CCCO,-9.2,-0.8,0.2,-0.8,9.5,-9.4,-7.0,1.09,0.905
CCOC(=O)c1ccc(Oc2nc(SC)nc(N(C)C)n2)cc1,-5.7,-4.1,-1.6,-0.9,-6.0,-4.4,-0.9,1.06,1.06
CCN(CC(=O)Nc1c(F)cccc1F)C(=O)CSCC(=O)Nc1cccc(C)c1,-8.0,2.6,-2.2,1.5,2.4,-0.1,-7.2,1.08,0.976
CC(=O)Nc1ccc(S(=O)(=O)N2c3ccccc3C(C)=CC2(C)C)cc1,-10.9,-5.5,0.3,3.1,-10.4,-2.1,-4.7,1.11,1.1
Cc1ccc(C)c(NC(=O)CN(C)C(=O)COc2cccc3c2OC(C)(C)C3)c1,10.9,1.6,0.7,1.7,4.1,-6.7,-2.3,0.891,0.959
CCCCN(C(=O)c1cccc(S(=O)(=O)N2CCOCC2)c1)c1c(N)n(CCC)c(=O)[nH]c1=O,8.8,-0.8,1.4,-3.9,-5.9,-5.8,-3.2,0.912,1.06
O=C(O)c1cc(S(=O)(=O)N2CCCCCC2)ccc1Cl,-16.5,-2.3,-0.8,-1.4,1.6,-4.8,0.1,1.17,0.984
CC(=O)N/C(=C/c1ccc2c(c1)OCO2)C(=O)N1CCOCC1,2.1,-0.2,2.1,-3.9,3.9,-4.4,-5.3,0.979,0.961
O=S(=O)(NNC(=S)NCC1CCCO1)c1cc(Cl)ccc1Cl (configuration not stated),-3.5,-1.4,-1.4,-4.8,-11.8,-8.1,-7.8,1.03,1.12
C/C(=N\NC(=O)c1csc2ccccc12)c1ccc(O)cc1,-6.6,-3.3,-0.8,0.0,1.7,1.0,10.7,1.07,0.983
CCCCn1c(SCC(=O)NCc2cccs2)nc2c1c(=O)n(C)c(=O)n2C,-22.2,-3.0,2.5,1.2,5.2,-3.5,-2.1,1.22,0.948
COc1ccc2oc(=O)c(/C(N)=N/NC(=O)c3ccncc3)cc2c1,-28.4,1.2,-0.6,7.5,7.7,-2.1,9.2,1.28,0.923
CCOC(=O)C1=C(N)N(c2ccc(C)cc2)C2=C(C(=O)CCC2)C1c1cccs1 (configuration not stated),6.6,-4.8,1.6,-2.2,-13.0,-2.9,-6.4,0.934,1.13
Cc1ccc(C2=CC(c3cccs3)n3nnnc3N2)cc1 (configuration not stated),3.2,-3.3,0.1,-7.4,6.2,-11.8,0.3,0.968,0.938
Cc1cc(C(=O)OCC(=O)Nc2ccc(F)c(F)c2)c(C)o1,-24.5,0.2,7.1,-6.6,0.6,-7.8,-15.3,1.25,0.994
COc1cccc2cc(NC(=O)C3CCCCC3)c(=O)oc12,-8.1,-2.4,1.5,-2.8,-2.5,-3.6,1.9,1.08,1.02
CN(Cc1ccc(F)cc1)C(=O)COc1ccc2ccccc2c1,3.4,-0.2,1.4,-1.9,-0.1,-12.7,-2.7,0.966,1
Cn1c(SCc2cccc([N+](=O)[O-])c2)nc2c(c1=O)SCC2,11.2,-4.8,58.5*,0.5,5.4,-16.4,-3.0,0.888,0.946
O=C(Nc1ccccc1)c1cccc(S(=O)(=O)NC2CCCC2)c1,14.4,-2.3,-0.5,0.4,1.1,-2.8,-3.7,0.856,0.989
O=C(Oc1ccccc1N1C(=O)C2CCCCC2C1=O)c1ccccc1F (configuration not stated),-5.5,2.8,-2.1,-2.1,2.2,-0.8,0.6,1.05,0.978
O=C(CSCc1nc2scc(-c3cccs3)c2c(=O)[nH]1)Nc1ccccn1,12.9,-0.5,0.5,0.1,11.8,-11.1,-2.1,0.871,0.882
C=CCN1C(=O)C(C)(C)Nc2ccccc21,11.4,-1.6,2.2,-3.7,-3.7,-4.8,5.3,0.886,1.04
Cc1cc(F)ccc1NC(=O)c1ccc(NS(=O)(=O)c2cc(C(C)(C)C)ccc2C)cc1,2.2,-3.5,5.2,1.9,9.2,-2.9,27.6,0.978,0.908
COC(=O)c1ccc(Oc2c(C)oc3c(CN4CCN(C)CC4)c(O)ccc3c2=O)cc1,-27.0,3.4,-0.2,-2.3,-11.6,-2.7,1.5,1.27,1.12
COc1ccc(S(=O)(=O)NCC2CCCN(C(=O)CCSC)C2)cc1 (configuration not stated),-21.6,0.4,-0.2,-7.6,-2.4,-4.1,-6.1,1.22,1.02
Cc1ccc(OCCCC(=O)Nc2cc(Cl)ccc2-n2cncn2)cc1,-7.8,2.1,-1.0,16.1,1.5,-5.7,-4.1,1.08,0.985
COc1ccc(NC(=O)c2cc(-c3ccccc3)nc3c2c(C)nn3-c2ccccc2)c(OC)c1,9.0,-2.5,3.0,0.3,12.7,-0.9,0.8,0.91,0.873
COc1ccc(-c2c(-c3ccc(OC)cc3O)nc(C)nc2C(F)(F)F)cc1,-9.4,0.5,-0.7,-2.5,4.7,-9.5,-0.8,1.09,0.953
COc1cc(C(=S)N2CCCCC2)ccc1OCC(=O)N1CCCC1,-10.3,-1.3,-0.1,2.2,-1.4,2.8,8.6,1.1,1.01
O=C1CC2(CON=C2c2ccc(F)cc2)C(=O)N1c1ccc(F)cc1 (configuration not stated),-1.5,-3.4,0.7,4.8,1.1,0.1,-0.9,1.01,0.989
Cc1noc(C)c1COc1cccc(C(=O)N(C)Cc2nc3ccccc3c(=O)[nH]2)c1,13.5,1.7,1.5,-2.3,-1.1,-9.4,-20.2,0.865,1.01
COc1ccc(-c2noc(CSc3nc4ccccc4c(=O)n3-c3ccccc3)n2)cc1,7.2,-3.2,2.4,-1.2,10.1,-7.1,2.4,0.928,0.899
COc1ccc(-n2nc3cc(C)c(N)c(Br)c3n2)cc1,24.5,-2.7,2.0,-0.8,1.7,3.0,-8.1,0.755,0.983

# Five records picked at random from the list so far, as already listed:
SMILES,hIAP inh,beta cell repl,MPTP inh,APOBEC3A inh,mIAP inh,APOBEC3G inh,ATG4B inh,hIAP act,mIAP act
COc1ccc(-c2noc(CSc3nc4ccccc4c(=O)n3-c3ccccc3)n2)cc1,7.2,-3.2,2.4,-1.2,10.1,-7.1,2.4,0.928,0.899
COc1ccc(NC(=O)c2cc(-c3ccccc3)nc3c2c(C)nn3-c2ccccc2)c(OC)c1,9.0,-2.5,3.0,0.3,12.7,-0.9,0.8,0.91,0.873
Cc1ccc(OCCCC(=O)Nc2cc(Cl)ccc2-n2cncn2)cc1,-7.8,2.1,-1.0,16.1,1.5,-5.7,-4.1,1.08,0.985
COc1ccc(-n2nc3cc(C)c(N)c(Br)c3n2)cc1,24.5,-2.7,2.0,-0.8,1.7,3.0,-8.1,0.755,0.983
O=C1CC2(CON=C2c2ccc(F)cc2)C(=O)N1c1ccc(F)cc1 (configuration not stated),-1.5,-3.4,0.7,4.8,1.1,0.1,-0.9,1.01,0.989

# More results:
SMILES,hIAP inh,beta cell repl,MPTP inh,APOBEC3A inh,mIAP inh,APOBEC3G inh,ATG4B inh,hIAP act,mIAP act
COc1ccc(CCNC(=O)CC2SC(=Nc3cc(C)cc(C)c3)NC2=O)cc1OC (configuration not stated),-36.5,-0.2,-1.7,-4.6,-24.2,-5.5,-8.5,1.36,1.24
Cc1ccc(C(=O)N2CCCCC2C(=O)O)o1 (configuration not stated),4.5,3.7,-0.9,-4.7,-5.8,-3.7,-7.5,0.955,1.06
Nc1ccn(CC(=O)N2CCN(c3ccccn3)CC2)c(=O)n1,2.6,-0.3,-0.4,-0.5,-9.9,-9.3,4.0,0.974,1.1
COc1ccc(CN2CCCC(C(=O)Nc3cccc(-n4cccn4)c3)C2)c(F)c1 (configuration not stated),-13.9,7.4,0.3,-2.4,3.5,-9.4,19.1,1.14,0.965
O=C(NCc1cccnc1)c1ccc(NC(=O)c2ccc(Br)cc2)cc1,-5.5,-4.1,0.9,-2.7,2.5,-10.5,-1.7,1.05,0.975
Cc1ccc(NC2=C(NC(=O)c3ccccc3)C(=O)c3ccccc3C2=O)cc1Cl,-2.6,-3.5,5.8,-3.5,10.3,-3.5,-3.8,1.03,0.897
O=C(O)C1=C(C(=O)Nc2cccc(C(F)(F)F)c2)CCCC1,-21.2,-1.1,-1.2,-3.8,5.6,6.3,-6.7,1.21,0.944
COc1ccccc1N=c1oc2cc(O)ccc2cc1C(N)=O,18.1,-4.0,2.5,5.7,7.6,-2.1,4.3,0.819,0.924
CN(C)C(=O)c1ccc(NC(=O)c2cc(-n3cnnc3)ccc2Cl)cc1,-13.1,0.0,0.5,0.9,-1.0,-1.8,-2.8,1.13,1.01
Cc1ccc(OCCC(=O)OCC(=O)Nc2cc(S(=O)(=O)N(C)C)ccc2C)cc1,-5.1,-1.6,-1.5,3.1,-2.4,-4.1,-4.6,1.05,1.02
O=C(Nc1ccc2snnc2c1)N1CCSCC1,3.2,-0.8,3.3,1.5,-4.4,1.0,0.2,0.968,1.04
Oc1cc2c(cc1O)CN(C(=S)NCCc1ccc(Cl)cc1)CCC2,-8.7,-7.3,3.3,4.2,4.5,2.1,-6.0,1.09,0.955
C[C@H](NC(=O)OC(C)(C)C)C(=O)NCC1CCC(C(=O)N[C@@H](Cc2ccccc2)C(=O)O)CC1 (some centres not stated),-21.2,-0.7,-0.2,-1.1,-1.4,-0.7,9.7,1.21,1.01
CC[C@@H]1CN(C)[C@H]2Cc3c([nH]c4ccccc34)C(=O)C[C@@H]1[C@@H]2C(=O)OC,0.1,-2.1,0.2,3.6,2.5,-8.3,-28.7,0.999,0.975
Cc1ccc(CNC(=O)C(Cc2ccccc2)NS(=O)(=O)c2ccc3c(c2)CCC(=O)N3)cc1 (configuration not stated),-30.8,-3.3,-0.2,-0.6,-17.3,-2.5,-16.3,1.31,1.17
Cc1ccc(NC2CCCN(C(=O)c3c(C)noc3C)C2)cc1C (configuration not stated),-44.9,1.5,-0.7,1.6,-8.2,1.2,-3.1,1.45,1.08
COc1cccc(-c2nc(CS(=O)(=O)CC(=O)N3CCc4ccccc4C3)c(C)o2)c1,-0.5,2.9,-2.8,1.0,1.2,1.9,-2.8,1,0.988
Cc1ccc(N2C(=O)CC(Sc3nc(-c4ccccc4)c4cc(Cl)ccc4n3)C2=O)c(C)c1 (configuration not stated),16.5,-3.5,0.9,1.8,9.9,-4.9,-3.1,0.835,0.901
CCCc1cc(=O)oc2c(C)c(OCC(=O)NC3CC(C)(C)NC(C)(C)C3)ccc12,-31.6,-0.7,1.8,-3.0,-0.5,-2.9,-4.3,1.32,1
Cc1ccccc1CN(c1ccc(C(=O)Nc2ccccc2C(=O)NCc2ccco2)cc1)S(C)(=O)=O,10.6,-0.2,-1.9,-4.6,17.4,-7.9,-6.4,0.894,0.826
